aGal spleen mod: qHTS Assay for Inhibitors and Activators of Human alpha-Galactosidase From Spleen Homogenate. Potency, µM (titrated, usually from 80 µM), for inactives: top-dose activity change, negative = inhibition, most hits filed as inhibitors. 240,000 tested, 0.008% active. AID 2107, 2009. human spleen homogenate, 4MU-alpha-Gal fluorescence, 40 min. Alpha-galactosidase A (Homo sapiens), P06280;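 note: 0% = enzyme with vehicle and -100% = no enzyme basal signal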
Target sequence (P06280 32-429 limits assumed): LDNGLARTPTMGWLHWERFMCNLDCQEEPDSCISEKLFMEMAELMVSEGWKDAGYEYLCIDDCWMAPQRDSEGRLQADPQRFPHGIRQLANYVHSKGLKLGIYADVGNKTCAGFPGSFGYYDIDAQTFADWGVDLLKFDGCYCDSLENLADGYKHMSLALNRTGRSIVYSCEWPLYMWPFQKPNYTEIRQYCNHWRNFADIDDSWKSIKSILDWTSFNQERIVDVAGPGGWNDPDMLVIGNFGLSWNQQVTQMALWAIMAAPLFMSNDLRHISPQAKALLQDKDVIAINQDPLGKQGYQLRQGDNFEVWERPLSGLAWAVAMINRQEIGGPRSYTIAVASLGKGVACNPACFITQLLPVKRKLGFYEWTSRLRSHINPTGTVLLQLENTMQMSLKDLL
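Inhibition or activation of alpha-galactosidase in human spleen homogenate is scored by 4-MU fluorescence after 40 min at 37C, pH 5.0, with 1 mM substrate. AC50s come from concentration-response fitted to the Hill equation.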
TexasRed fluor: Total Fluorescence Counterscreen for Inhibitors of the Interaction of Thyroid Hormone Receptor and Steroid Receptor Coregulator 2; 280,000 tested, 0.29% active; TRb/SRC2 Texas Red total fluorescence interference; Potency, µM (series often up to 106 µM), for the others: top-dose fluorescence change, negative = quenching; active = well fitted curve in either direction with a large enough effect; inconclusive = small, poorly fitted or top-dose-only effect
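Human TRb ligand-binding domain at 0.6 uM with 20 nM Texas Red SRC2 peptide in Tris buffer containing 1 uM T3 and 5% DMSO, incubated with compound 5 h at ambient temperature. Total fluorescence (555/632 nm) calculated as parallel + 2 × perpendicular.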
Tau ThT inhib: qHTS for Inhibitors of Tau Fibril Formation, Thioflavin T Binding | 270,000 tested, 2.1% active | Potency, µM (doses to about 57.4 µM), inactives show at the top dose activity, negative = inhibition, most hits filed as inhibitors | recombinant tau K18 P301L, heparin-induced fibrillization, ThT fluorescence | AID 1460, 2008 | Microtubule-associated protein tau (Homo sapiens), P10636; note: nearly all actives have a fitted effect of over 55% in size
Target sequence (P10636 561-689 P618L limits assumed): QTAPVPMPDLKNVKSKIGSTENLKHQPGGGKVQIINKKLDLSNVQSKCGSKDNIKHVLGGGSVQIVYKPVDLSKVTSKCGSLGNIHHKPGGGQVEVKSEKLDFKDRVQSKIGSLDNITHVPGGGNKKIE
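Using a mix of unlabeled (15 uM) and Alexa 594-labeled (0.24 uM) tau K18 P301L, heparin-triggered fibrillization over 6 hr at 37 C was scored by ThT fluorescence.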
Tau fibril FP: qHTS for Inhibitors of Tau Fibril Formation, Fluorescence Polarization | AID 1468, 2008 | Potency, µM (doses to about 57.7 µM), inactives show at the highest dose activity, negative = inhibition, hits mostly inhibitors | K18 P301L tau heparin fibrillization, Alexa594 FP, 6 h | 280,000 tested, 0.39% active | Microtubule-associated protein tau (Homo sapiens), P10636; note: nearly all actives have a fitted effect of over 55% in size
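Quantitative HTS format: compounds meet 15 uM recombinant K18 P301L tau and Alexa 594-tau tracer in 100 mM sodium acetate pH 7; 20 uM heparin triggers fibrillization at 37 C over 6 hr; FP gives the signal.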
ALDH1A1 inh: qHTS Assay for Inhibitors of Aldehyde Dehydrogenase 1 (ALDH1A1) | Potency, µM (titrated, usually from 75.3 µM), for the others: at the top dose activity, negative = inhibition, most hits filed as inhibitors | Aldehyde dehydrogenase 1A1 (Homo sapiens), P00352 | AID 1030, 2008 | Purified ALDH1A1, NADH fluorescence, propionaldehyde substrate | 220,000 tested, 7.3% active; active = well fitted inhibition curve with a large enough effect, not every such curve was filed as active; inconclusive = small, poorly fitted or top-dose-only effect, or another doubt; inactive = no such curve, though single readings can be large or run the other way;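 note: plate controls were no enzyme wells and a reference inhibitor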
Target sequence (P00352 whole entry, looked up): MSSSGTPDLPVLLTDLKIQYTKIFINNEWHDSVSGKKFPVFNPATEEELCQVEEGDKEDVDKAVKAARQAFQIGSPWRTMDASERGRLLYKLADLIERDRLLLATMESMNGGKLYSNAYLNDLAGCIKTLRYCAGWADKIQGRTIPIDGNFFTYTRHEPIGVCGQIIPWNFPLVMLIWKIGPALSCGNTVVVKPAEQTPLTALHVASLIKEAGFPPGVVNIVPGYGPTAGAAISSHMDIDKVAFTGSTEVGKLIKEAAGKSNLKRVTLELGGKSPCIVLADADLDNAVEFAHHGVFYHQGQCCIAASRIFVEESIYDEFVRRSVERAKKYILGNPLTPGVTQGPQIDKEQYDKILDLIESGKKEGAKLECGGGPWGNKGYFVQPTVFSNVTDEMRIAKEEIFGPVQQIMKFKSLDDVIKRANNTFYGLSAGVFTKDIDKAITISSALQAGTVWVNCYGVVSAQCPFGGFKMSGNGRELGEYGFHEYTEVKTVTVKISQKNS
TRb-SRC2 inh: qHTS for Inhibitors of the Interaction of Thyroid Hormone Receptor and Steroid Receptor Coregulator 2 | Thyroid hormone receptor beta (Homo sapiens), P10828 | TRbeta-SRC2 peptide binding, fluorescence polarization; receptor liganded with 1 µM T3 | Potency, µM (highest dose often 106 µM), for the others: at the highest dose activity change, negative = inhibition, actives largely listed as inhibitors | 280,000 tested, 0.065% active | AID 1469, 2008;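 note: plate controls were bound peptide for no effect and peptide without receptor for full effect; nearly all actives have a fitted effect of over 50% in size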
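Decrease in fluorescence polarization of 20 nM Texas Red SRC2 coactivator peptide flagged inhibition of its binding to 0.6 uM TRb LBD; 1 uM T3 included, incubation 5 hr, ex 555/em 632 nm.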
Tau fluor counter: Counterscreen qHTS for Inhibitors of Tau Fibril Formation, Fluorescence Polarization; Potency, µM (doses to about 57.7 µM), without a hit: top-dose activity change, negative = decrease; tau K18 P301L Alexa594 fluorescence, heparin fibrillization; AID 1463, 2008; 280,000 tested, 0.93% active; note: nearly all actives have a fitted effect of over 55% in size
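Human tau K18 P301L (15 uM unlabeled, 0.24 uM Alexa 594-labeled) in 100 mM sodium acetate pH 7 with 20 uM heparin, 6 hr at 37 C. ThT 30 uM added, 1 hr ambient; Alexa 594 FP and total fluorescence read at 555/632 nm.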
L3MBTL1 block: qHTS Assay for the Inhibitors of L3MBTL1. Lethal(3)malignant brain tumor-like protein 1 (Homo sapiens), Q9Y468. AlphaScreen L3MBTL1–H3K9me1 peptide binding. Potency, µM (series often up to 57.1 µM), without a hit: top-dose activity, negative = inhibition, actives largely listed as inhibitors. 230,000 tested, 0.66% active. AID 485360, 2010; note: nearly all actives have a fitted effect of over 60% in size
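L3MBTL1 (50 nM) pre-complexed 30 min with biotinylated H3(1-15)K9me1 peptide (75 nM), then compounds added for 30 min at room temperature; AlphaScreen streptavidin donor/nickel chelate acceptor beads (10 ug/mL final) read after 30 min dark incubation.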
* hit, by the source's call; ? = inconclusive; nt = no result given; [ ] = dose if it differs, or a comment. Unless noted, calls come from the whole dose curve; as a rule, active = well fitted curve in the direction sought with a large enough effect; inconclusive = small, poorly fitted or top-dose-only effect, or another doubt; inactive = no such curve, though single readings can be large; an effect the other way counts as inactive or inconclusive. Unless noted, % is set by controls: 0 for no effect and ±100 for the full control effect; potency is the fitted concentration of half-maximal effect. Not a hit list. About 8.5% of those tested had a hit in this group.

Order of values: Tau fibril FP, aGal spleen mod, L3MBTL1 block, TexasRed fluor, Tau ThT inhib, TRb-SRC2 inh, Tau fluor counter, ALDH1A1 inh
- O=S(=O)(NCC1CCCO1)c1ccc(Oc2ccccc2)cc1 (stereo unspecified)
 : -4%, 10%, -1%, 1%, -12%, -4%, -14%, -3%
- CC(=O)Nc1ccc(SCC(=O)c2cc(C)n(-c3ccccc3F)c2C)cc1
 : -16%, 8%, -5%, 0%, ?, 3%, ?, ?
- CCC1CN(C(=O)Nc2ccc(C)cc2)c2cc(C)ccc2O1 (stereo unspecified)
 : 0%, -3%, -8%, -1%, -5%, -1%, -3%, ?
- NC(=O)C[C@@H]1NC(=O)[C@H](CCC(=O)O)NC(=O)c2cc([N+](=O)[O-])cc(I)c2OCC[C@@H](C(N)=O)NC1=O
 : 4%, 4%, -9%, -2%, -17%, -1%, -9%, -12%
- O=C(O)CSc1c2c(nc3cc(C(=O)N4CCOCC4)ccc13)CCCC2
 : -7%, 6%, -1%, 0%, -18%, -2%, -8%, -2%
- COC(=O)CSc1[nH]c(=O)cc(C)c1C#N
 : -3%, 11%, 3%, -1%, -7%, -5%, -7%, 1%
- Cc1cc(C(=O)CSc2nn3c(=O)c(C(C)(C)C)nnc3s2)c(C)n1C
 : 2%, -7%, -3%, -5%, -16%, 0%, -13%, ?
- CCc1nc(C)cn1S(=O)(=O)c1cc(Br)c(C)cc1OC
 : -2%, -2%, -12%, 0%, -2%, 0%, -8%, -1%
- CN(C)S(=O)(=O)c1ccc(C(=O)NCCSc2c(-c3ccc(Br)cc3)[nH]c3ccccc23)cc1
 : ?, nt, nt, -1%, -6%, -2%, 4.5µM*[quencher], nt
- CC(C)(C)NC(=O)NC(=O)COC(=O)CNC(=O)C1CCCCC1
 : 2%, -4%, nt, -1%, -1%, 2%, 2%, ?
- COc1ccc2sc(/C=C/c3ccccc3O)[n+](C)c2c1
 : 12%, 3%, -11%, ?, ?, ?, 16µM*[fluorescent], -13%
- CCOC(=O)c1cc(CC)sc1/N=C/C1C(=O)CC(C)(C)CC1=O
 : -7%, -3%, 19%, -1%, -7%, 0%, -11%, 11µM*
- O=C(NCc1ccncc1)C12CC3CC(CC(C3)C1)C2
 : 2%, 5%, -1%, -4%, -7%, -8%, 4%, ?
- COc1ccccc1OCC(=O)NCc1ccco1
 : 0%, 1%, -4%, 2%, -11%, -4%, 3%, 0%
- Cc1cc(=O)oc(C)c1C(=O)N1CCN(Cc2ccc3c(c2)OCO3)CC1
 : 2%, -15%, 1%, 2%, -4%, 4%, 4%, -2%
- COc1ccccc1CNC(=O)CCn1nc(C)c2c(C)n(-c3ccccc3)nc2c1=O
 : -7%, nt, nt, -1%, -6%, -4%, -16%, nt
- O=C(Cc1ccccc1)NNC(=S)NC(=O)c1cccs1
 : 2%, 3%, 25%, 1%, -10%, 5%, 0%, nt
- COc1ccc(/C=C2\CCc3ccccc3C2=O)c(OC)c1OC
 : -5%, -6%, nt, 0%, ?, -2%, -20%, ?
- CN(C)C(=O)N(CCCN1CCOCC1)Cc1cccc2ccccc12
 : -2%, 10%, 4%, 0%, 1%, 2%, -1%, nt
- Cc1cc(=O)cc(C)n1-c1ccc(F)cc1F
 : 1%, -3%, 9%, -1%, -1%, 8%, 0%, -4%
- NS(=O)(=O)c1ccc(NC(=S)NCc2ccc3c(c2)OCO3)cc1
 : -2%, 2%, -7%, -1%, -11%, 2%, -10%, 22µM*
- COc1ccc2[nH]c(C)c(CN3CCCCC3)c(=O)c2c1
 : 5%, 6%, nt, -2%, -2%, -13%, 2%, ?
- c1ccc(Cn2c3ccccc3c3nnc(SCCN4CCCCC4)nc32)cc1
 : -12%, -10%, -4%, -8%, -10%, -5%, -13%, ?
- CCOC(=O)c1sc(NC(=O)CSC(=S)N2CCOCC2)nc1C
 : -4%, -4%, 13%, -4%, 1%, -2%, -7%, nt
- Cc1cccc(C(=O)Oc2ccc(/C=N/NC(=O)c3ccncc3)cc2)c1
 : -12%, -4%, nt, 1%, -3%, -7%, -12%, ?
- COC(=O)c1ccccc1S(=O)(=O)N(CCCO)Cc1cc2c(C)ccc(C)c2[nH]c1=O
 : -3%, 0%, 5%, -2%, -4%, 9%, -10%, 4%
- CCn1c(O)c(C#N)c(C)cc1=O
 : 0%, -3%, -10%, -2%, -15%, 0%, -13%, -11%
- Cc1cc(C)c(NC(=O)CCCn2c(C)c3cnn(-c4ccccc4)c(=O)c3c2C)c(C)c1
 : 7%, nt, nt, -3%, -18%, 0%, -4%, nt
- C=C(C)Cn1c(SCC(=O)Nc2cccc(C)c2)nc2sc3c(c2c1=O)CCCC3
 : ?, nt, nt, -1%, -15%, 1%, -16%, nt
- C/C(=C\C(=O)c1ccc(C)cc1)Nc1ccc(N2CCOCC2)cc1
 : 4%, -3%, 0%, 0%, ?, -7%, -16%, 7%

Quoted at random: two records from the list.
Order of values: Tau fibril FP, aGal spleen mod, L3MBTL1 block, TexasRed fluor, Tau ThT inhib, TRb-SRC2 inh, Tau fluor counter, ALDH1A1 inh
- CN(C)C(=O)N(CCCN1CCOCC1)Cc1cccc2ccccc12
 : -2%, 10%, 4%, 0%, 1%, 2%, -1%, nt
- Cc1cc(C)c(NC(=O)CCCn2c(C)c3cnn(-c4ccccc4)c(=O)c3c2C)c(C)c1
 : 7%, nt, nt, -3%, -18%, 0%, -4%, nt

Other entries.
Order of values: Tau fibril FP, aGal spleen mod, L3MBTL1 block, TexasRed fluor, Tau ThT inhib, TRb-SRC2 inh, Tau fluor counter, ALDH1A1 inh
- CC(OC(=O)CNC(=O)c1ccco1)C(=O)N(C)c1ccccc1 (stereo unspecified)
 : -6%, 4%, 12%, 0%, -6%, 5%, -7%, ?
- CCn1nc(C)c(Br)c1C(=O)Sc1ccccc1Cl
 : 4%, 1%, nt, -1%, nt, -2%, -1%, nt
- CCCCCC(=O)N/N=C/c1ccccc1[N+](=O)[O-]
 : 5%, 5%, 4%, -2%, 2%, -7%, 4%, -5%
- O=C(NCc1cccnc1)c1ccc(Cl)c(S(=O)(=O)Nc2ccccc2C(=O)NCc2cccnc2)c1
 : 5%, 3%, 0%, 0%, -1%, 0%, -6%, 1%
- O=S(=O)(c1cccc2nsnc12)N1CCN(C/C=C\c2ccccc2)CC1
 : -2%, -2%, nt, 0%, -15%, 10%, -28%, 5%
- CCN(CC)CCNC(=O)Cn1ncc2c3ccccc3n(Cc3ccccc3C)c2c1=O
 : -3%, nt, nt, -1%, -7%, 0%, -13%, nt
- Cc1ccc(NC(=O)N2CCN3CCCCC3C2)cc1F (stereo unspecified)
 : 4%, nt, nt, -1%, 18%, 1%, 11%, nt
- CCc1ccc(S(=O)(=O)c2cn(C)c3ccc(C)cc3c2=O)cc1
 : 0%, nt, nt, 0%, -5%, -11%, -15%, nt
- CCC(=O)N1CCc2cc(Br)cc(S(=O)(=O)N3CCC(C(=O)Nc4ccc(OC)cc4)CC3)c21
 : 4%, nt, nt, 2%, 4%, -7%, -24%, nt
- O=C(OCC(=O)c1ccccc1Cl)c1cnccn1
 : 9%, 1%, 2%, 1%, 2%, -13%, 5%, 12%
- COC(=O)CSc1nnc2c3c4c(sc3nc(-n3nc(C)cc3C)n12)COC(C)(C)C4
 : 5%, 1%, -2%, -3%, -7%, -9%, -6%, ?
- NS(=O)(=O)c1cc2c(cc1Cl)NC(C1C[C@H]3C=C[C@@H]1C3)NS2(=O)=O (stereo partly specified)
 : 5%, -13%, -3%, 0%, -10%, -1%, -13%, 2%
- COc1ccc(/C=C/C(=O)N(C)C2CCCCC2)cc1Br
 : 8%, -5%, -5%, 0%, -11%, 0%, 8%, ?
- Cc1ccc(N2C(=O)N(CC(=O)NC(c3ccccc3)c3ccccc3)C(=O)C2C)cc1 (stereo unspecified)
 : 8%, -11%, nt, -4%, -19%, 1%, -18%, -15%
- Cc1c(Nc2cc(Cl)c3nonc3c2[N+](=O)[O-])c(=O)n(-c2ccccc2)n1C
 : ?, -2%, nt, -4%, 4µM*, -9%, 10µM*[quencher], -1%
- Cc1cc(Oc2ccccc2)nc(N2CCOCC2)n1
 : 3%, 5%, nt, -1%, -5%, 1%, -10%, 7%
- CCOC(=O)c1sc(C(=O)OCC)c(OCCO)c1OCCO
 : 1%, 3%, -9%, 1%, -12%, 2%, -9%, -13%
- O=C(CCc1nnc(CCC2CCCCC2)o1)NCCc1ccccn1
 : -1%, 7%, 0%, -2%, -8%, -5%, -2%, -8%
- CCOC(=O)CSC1=C(C#N)C(=O)NC2(CCCCC2)S1
 : -5%, -3%, nt, -2%, ?, -6%, -11%, ?
- COc1ccc([N+](=O)[O-])c(S(=O)(=O)c2ccc(Cl)cc2)n1
 : -13%, 9%, -3%, -2%, ?, -8%, ?, nt
- CCOc1ccc2c(c1)C(=O)c1cc(OCC(=O)O)ccc1-2
 : -6%, 10%, 48%[activator], -7%, 11µM*, -5%, -27%, nt
- Cc1ccc(C(=O)C(=O)c2ccc(C)c(N)c2)cc1N
 : 8%, -12%, -29%, -3%, ?, 8%, ?, -10%
- Nc1c(-c2nc(-c3cccs3)no2)nnn1-c1cccc(F)c1
 : -21%, nt, nt, -1%, 15%, -1%, 12%, nt
- COc1ccc(C2=NOC(COc3ccc([N+](=O)[O-])cc3)C2)cc1 (stereo unspecified)
 : -13%, -11%, -8%, -3%, ?, 2%, -18%, nt
- O=C(Nc1ncccn1)c1ccc([N+](=O)[O-])o1
 : -11%, ?, 13%, -1%, -12%, -2%, -6%, 6%
- Cc1ccc(-n2ncc3c(NCCO)ncnc32)cc1Cl
 : -18%, nt, nt, -3%, -7%, -3%, -14%, nt
- COc1ccc(C)c2sc(N3CCN(C(=O)c4ccco4)CC3)nc12
 : 1%, nt, nt, -2%, 11%, 4%, 8%, nt
